Source: PubChem (several laboratories)
AddAB inh: growth inhibition of E. coli expressing H. pylori AddAB, primary screen, AddAB inhibitor project, absorbance; hit rate 0.29% among 330,000; inhibition, % at 11.9 µM; AID 435030, 2010; in the data active = inhibition above about 12%;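 note: 0% = vehicle wells of infected cells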
SR-BI DiI-HDL act: activators of SR-BI mediated DiI-HDL uptake, primary screen, ldlA[mSR-BI] CHO cells, DiI fluorescence; AID 504775, 2011; activation, % at 12.5 µM; hit rate 0.096% among 320,000; 3 h; 100 = double the neutral-control signal;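 active = mean replicate activation of at least 60% and every replicate at or above 60%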;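 note: 0% = median plate neutral-control signal and 100% = twice that signal; values of inactives mirror those of a sister screen read the other way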
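System: CHO ldlA[mSR-BI] cells / Medium: HEPES-buffered (25 mM, pH 7.4) F12 plus 0.5% BSA / Probe or stimulus: labelled HDL, 10 µg/mL / Doses: single compound concentration, delivered by pin transfer / Schedule: 3 h, 37 °C / Measured by: DiI fluorescence, bottom read / Measure: cell-associated DiI fluorescence as measure of HDL uptake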
SR-BI DiI inh: inhibitors of SR-BI mediated HDL lipid uptake, primary screen, ldlA[mSR-BI] cells, fluorescence, single point. Scavenger receptor class B member 1 (Mus musculus), Q61009. ldlA[mSR-BI] CHO cells, DiI-HDL uptake fluorescence, 3 h. inhibition, % at 12.5 µM. hit rate 0.96% among 320,000;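 active = mean replicate inhibition of at least 70% and a set share of replicates each scoring 70 or more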;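 note: 0% = median of neutral control wells and 100% = median of positive control wells; values of inactives mirror those of a sister screen read the other way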
Target sequence (Q61009 whole entry, looked up): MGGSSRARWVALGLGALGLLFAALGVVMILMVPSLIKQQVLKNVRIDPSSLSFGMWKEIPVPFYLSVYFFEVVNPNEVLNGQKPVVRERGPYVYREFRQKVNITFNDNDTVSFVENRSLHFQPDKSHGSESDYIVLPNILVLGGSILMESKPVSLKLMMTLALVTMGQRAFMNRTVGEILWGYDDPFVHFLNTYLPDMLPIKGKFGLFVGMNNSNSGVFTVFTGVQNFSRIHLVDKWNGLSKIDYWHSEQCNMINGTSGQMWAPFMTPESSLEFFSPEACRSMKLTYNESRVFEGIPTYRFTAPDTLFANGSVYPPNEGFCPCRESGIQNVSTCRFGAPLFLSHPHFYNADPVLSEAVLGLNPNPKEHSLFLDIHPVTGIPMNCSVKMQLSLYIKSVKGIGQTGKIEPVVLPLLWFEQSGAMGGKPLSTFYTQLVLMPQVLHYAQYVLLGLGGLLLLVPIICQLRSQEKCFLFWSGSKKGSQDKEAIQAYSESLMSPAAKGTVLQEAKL
MITF act: activators of MITF-driven TRPM1 promoter reporter, primary screen, cell-based, SK-MEL-5, luciferase, single point. SK-MEL-5 TRPM1-promoter luciferase, 24 h; % of positive control, neutral wells = 0. hit rate 0.75% among 300,000. AID 588334, 2011. activation, % at 12.5 µM;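 active = mean activation of at least 80% with every replicate also reaching 80%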;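 note: 0% = neutral control wells and 100% = parthenolide positive control wells; values of inactives mirror those of a sister screen read the other way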
Tat export inh: E. coli Tat export inhibitors, primary screen, MC4100, TorA-mCherry reporter, fluorescence, single point. inhibition, % at 10 µM. hit rate 0.036% among 340,000;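 active = mean replicate inhibition at least 50% and at least half of replicates individually reaching 50%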;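 note: exported cargo escapes ClpAP degradation while cytoplasmic cargo is degraded and loses fluorescence; 0% = median of neutral control wells and 100% = median of NaSCN control wells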
E coli growth: E. coli V3065 growth inhibition, primary screen, counter-screen for AddAB inhibitor project, absorbance, OD600 | 18 h | inhibition, % at 11.9 µM | hit rate 0.27% among 330,000 | AID 449728, 2010;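 active = inhibition above the campaign's mean inhibition across all tested compounds plus 3 SD, cut at about 9.9% in these data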;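 note: uninfected addAB+ strain grown without phage in ampicillin broth; 0% = DMSO wells and 100% = ciprofloxacin 0.95 µg/ml wells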
CAL PDZ FP-1: CAL PDZ peptide-binding inhibitors, primary screen, biochemical, fluorescence polarization, Cer-tagged CAL PDZ, HTS; purified CAL PDZ, TMR-peptide fluorescence polarization, 1 h; Golgi-associated PDZ and coiled-coil motif-containing protein (Homo sapiens), Q9HD26; hit rate 0.02% among 330,000; inhibition, % at 20 µM; AID 504414, 2011;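 active = highest replicate inhibition of at least 40%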;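 note: plate controls were DMSO neutral control wells for no effect and unlabeled competitor peptide control wells for full effect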
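Test system: purified CerCALP PDZ construct; Compound dosing: one concentration, 20 µM compound; Also added: TMR-labelled reporter peptide T*-PRC34 bound in PDZ groove; Read-out: inhibition from polarization loss; Controls: unlabelled peptide and DMSO controls; Signal: FP readout, S and P plane fluorescence; Incubation: 1 h at RT.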
Wnt act: Wnt/beta-catenin pathway activators, primary screen, cell-based, plate reader, single point; Wnt/beta-catenin reporter cell assay, activator; activation, % at 9.35 µM; hit rate 1.2% among 300,000; in the data active = activation above about 30%, passing the limit was not always enough;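 note: 0% = neutral control wells and 100% = positive control wells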
phage Ecoli inh: growth loss of phage-infected E. coli, primary screen, RecBCD inhibitor project, absorbance, with phage, HTS | hit rate 0.26% among 360,000 | inhibition, % at 11.9 µM | AID 651602, 2012; in the data active = inhibition above about 11%
CAL PDZ FP-2: untagged CAL PDZ binding inhibitors, primary screen, biochemical, fluorescence polarization, HTS. hit rate 0.92% among 300,000. inhibition, % at 24.9 µM. Golgi-associated PDZ and coiled-coil motif-containing protein (Homo sapiens), Q9HD26. AID 602252, 2012. purified CAL PDZ, TMR-peptide fluorescence polarization, 1 h;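 active = mean inhibition of at least 30% with at least half of replicates also reaching 30%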;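 note: 0% = DMSO neutral control and 100% = excess unlabeled competitor peptide PRC23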
Numbers without * were called inactive; · = not tested or not shown.

compound	AddAB inh	SR-BI DiI-HDL act	SR-BI DiI inh	MITF act	Tat export inh	E coli growth	CAL PDZ FP-1	Wnt act	phage Ecoli inh	CAL PDZ FP-2
Cc1nc2cc(C(=O)OCC(=O)Nc3ccc(C#N)cc3)ccc2n1-c1ccccc1	-1.6	13.4	-13.4	-3.8	-3.9	-0.9	-0.8	·	5.0	-1.9
CC(C)CN(Cc1c(O)ccc2c3c(c(=O)oc12)CCC3)CC(C)C	2.9	-12.6	12.6	-13.2	-9.1	-0.4	-2.4	-2.2	4.2	-1.8
Cc1c(Cl)cccc1NC(=S)NCCc1ccc(Cl)cc1	5.0	-30.5	30.5	·	-0.7	0.7	-1.2	-0.5	2.9	-3.8
COc1ccc(/C=N/NC(=O)c2ccc(Br)o2)cc1Cn1cc([N+](=O)[O-])cn1	0.9	-6.5	6.5	4.1	-15.6	-3.0	-1.0	·	0.1	4.0
CCOc1ccccc1N1CC(C(=O)Nc2cc(Cl)ccc2C)CC1=O (centres undefined)	2.3	-30.6	30.6	-0.9	-2.7	-0.8	-2.3	0.4	1.2	-3.2
N#C/C(=C/c1cccn1-c1cccc(C(=O)O)c1)c1ccc(F)cc1	·	9.5	-9.5	-3.4	4.2	·	-0.8	7.4	3.7	8.1
CC(=O)/C(=C\Nc1ccc(OCc2ccccc2)cc1)c1ccccc1	2.4	4.8	-4.8	-8.0	2.4	-0.2	-1.5	·	3.6	-2.6
CN(C)c1ccnc(N(Cc2ccccc2)Cc2ccccc2)c1C#N	1.9	2.3	-2.3	46.9	5.9	0.3	0.1	·	·	4.2
CO/N=C(/CS(=O)Cc1ccc(Cl)cc1)c1ccc(Cl)cc1 (centres undefined)	1.7	-23.6	23.6	9.4	2.4	0.7	-1.8	-5.2	0.5	-3.3
Cn1nnnc1NCc1ccc(Cl)cc1	3.1	-8.3	8.3	-3.6	-1.9	2.9	-2.3	-0.4	3.1	1.9
O=C(NCCCN1CCC(Cc2ccccc2)CC1)C1CCC(=O)N1C1CCCC1 (centres undefined)	-0.5	8.4	-8.4	·	-2.3	-0.5	0.4	-1.1	3.7	·
COC(=O)/C(C#N)=C/N(C)C	0.4	16.3	-16.3	·	-7.3	1.0	-0.8	-0.7	1.0	-2.5

Part of the list above, with two lines to a compound:
Every second line gives: AddAB inh | SR-BI DiI-HDL act | SR-BI DiI inh | MITF act | Tat export inh | E coli growth | CAL PDZ FP-1 | Wnt act | phage Ecoli inh | CAL PDZ FP-2
> CC(C)CN(Cc1c(O)ccc2c3c(c(=O)oc12)CCC3)CC(C)C
 : 2.9 | -12.6 | 12.6 | -13.2 | -9.1 | -0.4 | -2.4 | -2.2 | 4.2 | -1.8
> Cc1c(Cl)cccc1NC(=S)NCCc1ccc(Cl)cc1
 : 5.0 | -30.5 | 30.5 | · | -0.7 | 0.7 | -1.2 | -0.5 | 2.9 | -3.8
> COc1ccc(/C=N/NC(=O)c2ccc(Br)o2)cc1Cn1cc([N+](=O)[O-])cn1
 : 0.9 | -6.5 | 6.5 | 4.1 | -15.6 | -3.0 | -1.0 | · | 0.1 | 4.0
> CCOc1ccccc1N1CC(C(=O)Nc2cc(Cl)ccc2C)CC1=O (centres undefined)
 : 2.3 | -30.6 | 30.6 | -0.9 | -2.7 | -0.8 | -2.3 | 0.4 | 1.2 | -3.2
> N#C/C(=C/c1cccn1-c1cccc(C(=O)O)c1)c1ccc(F)cc1
 : · | 9.5 | -9.5 | -3.4 | 4.2 | · | -0.8 | 7.4 | 3.7 | 8.1
> CC(=O)/C(=C\Nc1ccc(OCc2ccccc2)cc1)c1ccccc1
 : 2.4 | 4.8 | -4.8 | -8.0 | 2.4 | -0.2 | -1.5 | · | 3.6 | -2.6
> CN(C)c1ccnc(N(Cc2ccccc2)Cc2ccccc2)c1C#N
 : 1.9 | 2.3 | -2.3 | 46.9 | 5.9 | 0.3 | 0.1 | · | · | 4.2
> CO/N=C(/CS(=O)Cc1ccc(Cl)cc1)c1ccc(Cl)cc1 (centres undefined)
 : 1.7 | -23.6 | 23.6 | 9.4 | 2.4 | 0.7 | -1.8 | -5.2 | 0.5 | -3.3
> Cn1nnnc1NCc1ccc(Cl)cc1
 : 3.1 | -8.3 | 8.3 | -3.6 | -1.9 | 2.9 | -2.3 | -0.4 | 3.1 | 1.9
> O=C(NCCCN1CCC(Cc2ccccc2)CC1)C1CCC(=O)N1C1CCCC1 (centres undefined)
 : -0.5 | 8.4 | -8.4 | · | -2.3 | -0.5 | 0.4 | -1.1 | 3.7 | ·
> COC(=O)/C(C#N)=C/N(C)C
 : 0.4 | 16.3 | -16.3 | · | -7.3 | 1.0 | -0.8 | -0.7 | 1.0 | -2.5

More structures
compound	AddAB inh	SR-BI DiI-HDL act	SR-BI DiI inh	MITF act	Tat export inh	E coli growth	CAL PDZ FP-1	Wnt act	phage Ecoli inh	CAL PDZ FP-2
COc1ccccc1OCCSc1nc2ccccc2c(=O)[nH]1	4.5	26.2	-26.2	51.5	1.0	2.3	-1.8	43.9*	0.5	1.1
O=C(CN1C(=O)C2CC=C(Cl)CC2C1=O)Nc1ccc(C(=O)O)cc1 (centres undefined)	1.1	-0.2	0.2	7.1	-4.2	1.1	0.4	·	2.3	·
CCc1ccccc1NC(=O)CCN1C(=O)C2C3CCC(C3)C2C1=O (centres undefined)	0.5	-1.7	1.7	-5.9	-3.2	1.0	-1.6	2.2	2.9	-0.2
CN(C(=O)C1CCC(=O)N(CCc2ccc(Cl)cc2)C1)C1CCOCC1 (centres undefined)	3.0	4.0	-4.0	5.8	-0.2	1.9	-0.7	0.4	1.1	-1.7
CCOc1ccccc1-n1nnnc1SCC(=O)OC	-0.1	-1.2	1.2	2.3	11.1	4.1	-0.1	-0.9	3.7	·
CSc1ccc(Cl)c(C(=O)OCC(=O)N2CCOCC2)c1	0.7	-56.0	56.0	0.5	2.2	-1.5	0.5	-1.0	1.6	1.6
O=C(c1ccoc1)N1CCC2(CC1)Oc1ccc(F)cc1C(=O)C21CC(c2cccnc2)=NO1 (centres undefined)	3.1	14.6	-14.6	-0.2	3.0	0.8	-1.3	-5.6	1.4	4.7
C=CCSc1nnc(-c2nnc(SCC=C)n2CC)n1CC	0.5	-32.4	32.4	-0.5	8.7	1.9	-2.5	-0.2	2.2	-1.7
CCc1cc2c(=O)c(-c3cnn(-c4ccccc4)c3)c(C(F)(F)F)oc2c(CN(C)C)c1O	1.2	22.7	-22.7	-0.8	1.4	1.8	-1.2	-1.8	2.3	-0.8
CCOC(=O)CSc1nnc(NC(=O)c2cccc([N+](=O)[O-])c2)s1	3.2	3.3	-3.3	-1.1	0.8	-0.3	-2.4	·	1.3	-1.7
COc1cc(S(=O)(=O)NCCN2CCOCC2)ccc1-n1cnnn1	-0.1	21.9	-21.9	4.1	-5.1	-1.9	-1.0	-1.1	3.5	-4.9
COc1cc(OC)cc(C(=O)Nc2ccc3c(c2)COC3=O)c1	-0.2	-53.3	53.3	68.6	-1.6	-0.1	-2.0	19.2	0.0	-2.8
C/C(=N\O)c1oc2ccc3c(C)cc(=O)oc3c2c1C	-0.2	·	·	·	·	0.1	·	-0.9	2.9	·
